PI4K2A inh = qHTS for small molecular inhibitors of PI4K2A; Phosphatidylinositol 4-kinase type 2-alpha (Homo sapiens), Q9BTU6; purified PI4K2A, ADP-Glo luminescence, 1 h; hits give low values; activity change, negative = inhibition, % at 76.9 µM; 420,000 tested, 0.13% active; AID 1346378, 2018; in the data active = activity change below about -50%; inconclusive = mostly about -30% to -49%;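 also: -100% = wells without enzyme as full effect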
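In this quantitative HTS, ADP production by PI4K2A was quantified luminescently after 1 h at ambient temperature; 100 microM adenosine served as plate-quality control.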
Glioma ERSR ind = qHTS for Inducers of the Endoplasmic Reticulum Stress Response (ERSR) in Human Glioma: qHTS | AID 602332, 2012 | U87-MG GRP78 promoter luciferase reporter, 16 h | Potency, µM, without a hit: at the highest dose activation, actives largely listed as activators | 420,000 tested, 0.02% active; also: potency is read from the fitted curve at half-maximal effect; series mostly up to about 76 µM; % of control where 0% means no effect; nearly all actives have a fitted effect of over 35% in size
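Stably transfected U87-MG glioma cells carrying a GRP78-based luciferase sensor; 16 h compound incubation. Luminescence end-point read 10 min after Bright-Glo addition at room temperature.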
IDH1 R132H inh = qHTS for Inhibitors of mutant isocitrate dehydrogenase 1 (IDH1): qHTS; Potency, µM (titrated, usually from 76.6 µM), for the others: at the highest dose activity change, negative = inhibition, actives largely listed as inhibitors; Isocitrate dehydrogenase [NADP] cytoplasmic (Homo sapiens), O75874; IDH1-R132H enzyme, NADPH consumption, diaphorase/resazurin fluorescence; 390,000 tested, 0.093% active; also: potency is read from the fitted curve at half-maximal effect; % is scaled to controls: 0 for no effect and ±100 for the full control effect; nearly all actives have a fitted effect of over 65% in size
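IDH1-R132H (0.5 ug/mL dispensed) in pH 7.5 Tris buffer was preincubated 30 min with compound, then given a substrate mix of 0.016 mM NADPH and 2 mM alpha-KG for 80 min at room temperature; remaining NADPH was read by diaphorase/resazurin fluorescence.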
Vif-APOBEC3F blk = qHTS for Inhibitors of Vif-A3F Interactions: qHTS | Potency, µM (series often up to 46.1 µM), without a hit: top-dose activity, negative = active | HeLa A3F-eYFP + Vif (tagged APOBEC3F with the HIV-1 protein that degrades it), YFP fluorescence increase | AID 602313, 2012 | 390,000 tested, 0.2% active; also: potency is read from the fitted curve at half-maximal effect; % of control where 0% means no effect; nearly all actives have a fitted effect of over 65% in size
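Fluorescence increase (Ex 488/Em 500-530) after overnight compound treatment at 37 deg C flags inhibition of Vif-driven A3F-eYFP loss in stable HeLa A3F-eYFP/Vif cells seeded overnight beforehand.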
LDHA block = qHTS assay for inhibitors of human lactate dehydrogenase | purified LDHA, NADH/diaphorase-resazurin fluorescence; hits give low values | L-lactate dehydrogenase A chain (Homo sapiens), P00338 | 480,000 tested, 0.15% active | activity change, % (values are at about 110 or 230 µM); in the data active = activity change below about -30%; inconclusive = mostly about -25% to -30%;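 also: plate controls were DMSO wells for no effect and wells without enzyme for full effect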
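Human LDH5 (2 nM) was incubated with 0.06 mM NADH and 0.2 mM pyruvate for 5 min at room temperature in Tris pH 7.4. Remaining NADH was coupled through diaphorase/resazurin, and resorufin fluorescence was read at 0 and 20 min.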
TrxR1 substrate = qHTS Assay for Substrates of Mammalian Selenoprotein Thioredoxin Reductase 1 (TrxR1): qHTS; Thioredoxin reductase 1, cytoplasmic (Rattus norvegicus), O89049; purified TrxR1 substrate turnover, NADPH consumption readout; Potency, µM (top dose mostly 114 µM), for the others: at the highest dose activity change, negative = substrate turnover; 390,000 tested, 0.01% active; AID 588456, 2011; also: potency is read from the fitted curve at half-maximal effect; % is scaled to controls: 0 for no effect and ±100 for the full control effect; nearly all actives have a fitted effect of over 50% in size
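Rat TrxR1, dispensed at 90 nM, was prereduced with 400 uM NADPH (final) for 5 min at ~22 deg C, then incubated with compound 15 min before 400 uM selenite. A first-read NADPH fluorescence drop versus no-compound background flagged substrates.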
Vif-A3G inh = qHTS for Inhibitors of Vif-A3G Interactions: qHTS; DNA dC->dU-editing enzyme APOBEC-3G (Homo sapiens), Q9HC16; HeLa A3G-eYFP + Vif (tagged APOBEC3G with the HIV-1 protein that degrades it), YFP fluorescence, overnight; Potency, µM (titrated, usually from 46.1 µM), for the others: at the highest dose activity, negative = active, usual class: inhibitors; 410,000 tested, 0.076% active; AID 602310, 2012;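 also: potency is read from the fitted curve at half-maximal effect; % is scaled to controls: 0 for no effect and ±100 for the full control effect; nearly all actives have a fitted effect of over 60% in size; hits raise eYFP signal because A3G escapes Vif-driven loss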
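Read-out is eYFP fluorescence (Ex 488/Em 500-530) from Vif-expressing HeLa A3G-eYFP cells; more signal means A3G escaped Vif-mediated degradation. Cells plated overnight, compound pinned in, incubated overnight at 37 deg C.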
USP1-UAF1 inh = Inhibitors of USP1/UAF1: Primary Screen | Ubiquitin carboxyl-terminal hydrolase 1 (Homo sapiens), O94782 | recombinant USP1/UAF1, Ub-Rhodamine cleavage fluorescence | Potency, µM (titrated, usually from 57.1 µM), inactives show top-dose activity change, negative = inhibition, hits mostly inhibitors | 390,000 tested, 0.23% active | AID 743255, 2014; also: potency is read from the fitted curve at half-maximal effect; % is scaled to controls: 0 for no effect and ±100 for the full control effect; nearly all actives have a fitted effect of over 60% in size; inactives centre near -12
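In this screen, compounds sit with the deubiquitinase complex (1nM) for 15 min at room temperature before Ub-Rho is added at 150nM final. Fluorescence rise is then followed for 6 reads every 60 seconds.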
RXFP1 ag = qHTS Assay for Agonists of the Relaxin Receptor RXFP1. AID 2676, 2010. Potency, µM (highest dose often 57.5 µM), for inactives: at the highest dose activation, actives largely listed as activators. HEK293T-RXFP1 cAMP TR-FRET, 30 min; response scale: percent of porcine relaxin response, buffer zero. Relaxin receptor 1 (Homo sapiens), Q9HBX9. 370,000 tested, 0.3% active; also: potency is read from the fitted curve at half-maximal effect; % is scaled to controls: 0 for no effect and ±100 for the full control effect; nearly all actives have a fitted effect of over 60% in size; many of its hits are not listed in these tables
Target sequence (Q9HBX9 whole entry, looked up): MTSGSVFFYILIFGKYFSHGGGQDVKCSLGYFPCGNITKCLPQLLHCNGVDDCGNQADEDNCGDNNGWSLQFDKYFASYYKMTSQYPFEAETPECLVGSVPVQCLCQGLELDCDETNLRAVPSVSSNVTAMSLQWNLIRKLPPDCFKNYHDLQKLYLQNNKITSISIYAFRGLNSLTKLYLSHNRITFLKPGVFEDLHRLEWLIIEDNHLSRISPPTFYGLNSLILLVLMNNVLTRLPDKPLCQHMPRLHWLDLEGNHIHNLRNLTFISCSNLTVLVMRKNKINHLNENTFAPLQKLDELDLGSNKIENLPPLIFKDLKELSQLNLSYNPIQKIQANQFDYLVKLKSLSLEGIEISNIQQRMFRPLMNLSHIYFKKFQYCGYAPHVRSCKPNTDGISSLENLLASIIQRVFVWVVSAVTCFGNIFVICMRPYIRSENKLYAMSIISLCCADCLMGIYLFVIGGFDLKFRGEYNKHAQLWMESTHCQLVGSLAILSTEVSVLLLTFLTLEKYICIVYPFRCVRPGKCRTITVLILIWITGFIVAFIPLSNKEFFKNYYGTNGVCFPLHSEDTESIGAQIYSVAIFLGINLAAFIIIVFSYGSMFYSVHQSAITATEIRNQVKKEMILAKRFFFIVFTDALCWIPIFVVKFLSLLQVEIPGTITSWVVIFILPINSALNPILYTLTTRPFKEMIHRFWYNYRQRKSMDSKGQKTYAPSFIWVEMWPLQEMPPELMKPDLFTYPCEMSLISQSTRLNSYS
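Agonist response is measured as cAMP accumulation in an RXFP1-transfected HEK293T line under PDE4 inhibition. Values are scaled between buffer-only and 29 nM porcine relaxin, and EC50s come from standard Hill equation fits.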
Active calls of the source: *; ? = inconclusive; . = not tested or not shown; [ ] = another dose, or the depositor's remark. Unless noted, calls follow the shape of the dose curve; as a rule, active = well fitted curve in the direction sought with a large enough effect; inconclusive = small, poorly fitted or top-dose-only effect, or another doubt; inactive = no such curve, though single readings can be large; an effect the other way counts as inactive or inconclusive.

Field names: A = PI4K2A inh; B = Glioma ERSR ind; C = IDH1 R132H inh; D = Vif-APOBEC3F blk; E = LDHA block; F = TrxR1 substrate; G = Vif-A3G inh; H = USP1-UAF1 inh; I = RXFP1 ag
(1) O=C1CN(C(=O)c2ccc(S(=O)(=O)N3CCCC3)cc2)C(c2ccc(F)cc2)c2cc(Br)ccc2N1 (configuration not stated)
  A: 1; B: 0%; C: 12%; D: 4%; E: 4; F: -1%; G: -6%; H: -3%; I: -1.0%

(2) CC(=O)N(C)C1(c2nnnn2CCOC(=O)Nc2ccc(Cl)cc2)CCCCC1
  A: -1; B: 4%; C: 2%; D: -11%; E: -4; F: -7%; G: 2%; H: -11%; I: 0.6%

(3) CN=c1sc2c(n1C)C(=O)c1ccccc1C2=O
  A: -14; B: -4%; C: 2%; D: -5%; E: 38; F: -20%; G: -18%; H: 16µM*; I: .

(4) CC(C)(C)C(=O)N/C(N)=N/c1nc2ccccc2o1
  A: 2; B: -6%; C: 7%; D: -23%; E: -1; F: 3%[57.1 µM]; G: -2%; H: -21%; I: -0.3%

(5) COCCNC(=O)/C(C#N)=C/C=C/c1ccccc1[N+](=O)[O-]
  A: 0; B: -12%; C: 1%; D: -7%; E: 12; F: -11%; G: -14%; H: -11%; I: -0.5%

(6) O=C(Nc1ccc(Oc2ccc3c(c2)C(=O)N(c2ccc(O)cc2)C3=O)cc1)c1cccs1
  A: 1; B: -2%; C: 1%; D: 5%; E: -20; F: 0%; G: 2%; H: -3%; I: 3.9%

(7) O=C(CCc1ccccc1)NNC(=O)Nc1ccc(Cl)cc1
  A: 9; B: -4%; C: 0%; D: -5%; E: 0; F: -6%; G: 1%; H: -12%; I: 0.1%

(8) COc1ccccc1Nc1ncc2c(n1)CCN(Cc1ccc(C)s1)C2
  A: 3; B: .; C: .; D: .; E: -2; F: -5%[57.1 µM]; G: .; H: 5%; I: 3.9%

(9) O=C(NCc1ccccc1F)C(=O)NCC(c1ccco1)S(=O)(=O)c1ccccc1 (configuration not stated)
  A: 3; B: 0%; C: 4%; D: 2%; E: 0; F: 4%[57.1 µM]; G: 4%; H: -1%; I: 3.0%

(10) C[C@@H]1CN([C@@H](C)CO)C(=O)CCCn2nncc2CO[C@@H]1CN(C)S(=O)(=O)c1ccc2ccccc2c1
  A: 1; B: -2%; C: -1%; D: -2%; E: 1; F: .; G: -4%; H: 1%; I: .

(11) O=C(COc1ccccc1[N+](=O)[O-])Nc1ccc(CN2CCOCC2)cc1
  A: 5; B: -3%; C: -3%; D: 8%; E: -1; F: 4%; G: -1%; H: -17%; I: -1.2%

(12) NC(=O)c1ccc(OCc2ccccc2)nc1
  A: -8; B: -2%; C: 8%; D: 3%; E: -8; F: -7%; G: -2%; H: -1%; I: .

(13) Cc1cc(C(=O)CCl)c(C)n1CCc1ccccc1
  A: 11; B: -12%; C: -13%; D: -2%; E: -2; F: -5%[57.1 µM]; G: ?; H: -25%; I: 1.1%

(14) Cc1ccc(NC(=O)C2CCCN(c3nnc(C)c4c(C)n(-c5ccccc5)nc34)C2)c(Cl)c1 (configuration not stated)
  A: 4; B: -1%; C: -22%; D: 1%; E: 1; F: 9%; G: -3%; H: -14%; I: 3.8%

(15) CCOC(=O)C(=NCCCN(C)C)NNc1cc(C(F)(F)F)ccc1Cl
  A: -2; B: -3%; C: 7%; D: 5%; E: -3; F: -3%; G: -9%; H: -19%; I: 0.1%

7 entries drawn at random from the list so far, as already listed:
Field names: A = PI4K2A inh; B = Glioma ERSR ind; C = IDH1 R132H inh; D = Vif-APOBEC3F blk; E = LDHA block; F = TrxR1 substrate; G = Vif-A3G inh; H = USP1-UAF1 inh; I = RXFP1 ag
(6) O=C(Nc1ccc(Oc2ccc3c(c2)C(=O)N(c2ccc(O)cc2)C3=O)cc1)c1cccs1
  A: 1; B: -2%; C: 1%; D: 5%; E: -20; F: 0%; G: 2%; H: -3%; I: 3.9%

(1) O=C1CN(C(=O)c2ccc(S(=O)(=O)N3CCCC3)cc2)C(c2ccc(F)cc2)c2cc(Br)ccc2N1 (configuration not stated)
  A: 1; B: 0%; C: 12%; D: 4%; E: 4; F: -1%; G: -6%; H: -3%; I: -1.0%

(11) O=C(COc1ccccc1[N+](=O)[O-])Nc1ccc(CN2CCOCC2)cc1
  A: 5; B: -3%; C: -3%; D: 8%; E: -1; F: 4%; G: -1%; H: -17%; I: -1.2%

(13) Cc1cc(C(=O)CCl)c(C)n1CCc1ccccc1
  A: 11; B: -12%; C: -13%; D: -2%; E: -2; F: -5%[57.1 µM]; G: ?; H: -25%; I: 1.1%

(12) NC(=O)c1ccc(OCc2ccccc2)nc1
  A: -8; B: -2%; C: 8%; D: 3%; E: -8; F: -7%; G: -2%; H: -1%; I: .

(14) Cc1ccc(NC(=O)C2CCCN(c3nnc(C)c4c(C)n(-c5ccccc5)nc34)C2)c(Cl)c1 (configuration not stated)
  A: 4; B: -1%; C: -22%; D: 1%; E: 1; F: 9%; G: -3%; H: -14%; I: 3.8%

(2) CC(=O)N(C)C1(c2nnnn2CCOC(=O)Nc2ccc(Cl)cc2)CCCCC1
  A: -1; B: 4%; C: 2%; D: -11%; E: -4; F: -7%; G: 2%; H: -11%; I: 0.6%

Reformatted: results already given.
[15] CCOC(=O)C(=NCCCN(C)C)NNc1cc(C(F)(F)F)ccc1Cl
  PI4K2A inh: -2	Glioma ERSR ind: -3%	IDH1 R132H inh: 7%	Vif-APOBEC3F blk: 5%	LDHA block: -3	TrxR1 substrate: -3%	Vif-A3G inh: -9%	USP1-UAF1 inh: -19%	RXFP1 ag: 0.1%
[7] O=C(CCc1ccccc1)NNC(=O)Nc1ccc(Cl)cc1
  PI4K2A inh: 9	Glioma ERSR ind: -4%	IDH1 R132H inh: 0%	Vif-APOBEC3F blk: -5%	LDHA block: 0	TrxR1 substrate: -6%	Vif-A3G inh: 1%	USP1-UAF1 inh: -12%	RXFP1 ag: 0.1%

Next results follow.
16: O=C(Nc1ccccc1)Nc1ccc(Br)c(Cl)c1
17: COc1ccc(N2CC(C(=O)NCCc3c[nH]c4ccccc34)CC2=O)cc1 (configuration not stated)
18: Cc1ccc(C(=O)NCCCNC(=O)COc2ccc(Cl)c(C)c2)cn1
19: Cn1cc([N+](=O)[O-])c(C(=O)NNC(=O)c2ccc([N+](=O)[O-])cc2Cl)n1
20: CN1C(=O)N(C)C2(c3ccccc3)Nn3c(s/c(=C/c4ccco4)c3=O)=NC12c1ccccc1 (configuration not stated)
21: C=CCn1c(SCC(=O)c2ccc(O)c(O)c2)nnc1-c1cccc(C)c1

| Compound | 16 | 17 | 18 | 19 | 20 | 21 |
| --- | --- | --- | --- | --- | --- | --- |
| PI4K2A inh | 1 | -5 | -3 | 2 | 0 | -1 |
| Glioma ERSR ind | 1% | 1% | -3% | -3% | -1% | 2% |
| IDH1 R132H inh | 5% | 6% | 4% | -3% | -8% | -5% |
| Vif-APOBEC3F blk | 0% | -9% | -21% | ? | -8% | -10% |
| LDHA block | 0 | 1 | 0 | 2 | -8 | 11 |
| TrxR1 substrate | -9% | -12%[57.1 µM] | -7% | -12% | -3% | 1% |
| Vif-A3G inh | ? | -1% | -7% | 2% | 4% | 1% |
| USP1-UAF1 inh | -4% | -10% | -1% | -11% | -14% | -24% |
| RXFP1 ag | -0.2% | -4.4% | 0.0% | 3.6% | 0.2% | -3.4% |

Screening results: PubChem, National Center for Advancing Translational Sciences (NCATS)

An excerpt (hit frequency here may not be typical).
